# IEC-6 cytotox: IEC-6 cytotoxicity, counter-screen for KLF5 inhibitors; luminescence viability; inhibition, % at 5 µM; 290,000 tested, 0.78% active; in the data active means inhibition above about 22%;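 further: 0% = plate median of test compound wells and 100% = cytotoxic reference compound wells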
# HSP90 inh: inhibitors of HSP90 luciferase refolding in rabbit reticulocyte lysate; luciferase refolding luminescence, 3 h; inhibition, % at 5.6 µM; 290,000 tested, 0.91% active;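 active means inhibition above the screen-wide mean plus 3 SD, computed separately per campaign, cut at about 16% in these data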;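 further: 0% = DMSO wells and 100% = 60 µM geldanamycin wells; inhibitors lower the luminescence because luciferase stays unfolded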
# HSF1 inh: HSF1 inhibition; NIH3T3-HGL HSE-luciferase, MG132-induced, luminescence 8 h; hits give low values; activity change, negative = inhibition, % at 7.5 µM (by protocol); 300,000 tested, 0.77% active; AID 2098;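 active means more than half of replicate wells show activity change below -50%, luminescence cut by over half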;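 further: luciferase reports HSF-1 transcriptional activity via heat shock element; 0% = median of DMSO wells and -100% = zero luminescence signal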
# GSK3B inh: inhibitors of human GSK3beta kinase; P49841; GST-GSK3beta kinase, ADP-Glo luminescence, 60 min; hits give low values; activity score (negative = inhibition), % at 10 µM; 300,000 tested, 0.038% active; AID 2097;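 active means more than half of replicate wells score below -50%, meaning over 50% inhibition versus plate controls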;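 further: 0% = median DMSO wells and -100% = median GW8510 positive control wells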
# Target sequence (P49841 whole entry, looked up): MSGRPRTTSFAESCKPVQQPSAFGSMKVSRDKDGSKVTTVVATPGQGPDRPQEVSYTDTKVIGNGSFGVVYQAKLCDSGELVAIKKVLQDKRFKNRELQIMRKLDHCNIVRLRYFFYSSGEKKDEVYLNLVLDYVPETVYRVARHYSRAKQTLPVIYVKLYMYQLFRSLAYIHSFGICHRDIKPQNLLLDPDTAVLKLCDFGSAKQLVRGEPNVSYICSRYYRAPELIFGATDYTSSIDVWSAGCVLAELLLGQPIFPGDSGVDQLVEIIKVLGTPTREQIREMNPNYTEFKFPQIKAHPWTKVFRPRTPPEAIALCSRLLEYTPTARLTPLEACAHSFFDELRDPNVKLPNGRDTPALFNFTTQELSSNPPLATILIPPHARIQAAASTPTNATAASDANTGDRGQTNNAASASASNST
#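 Test system: GST-fused GSK3beta enzyme, cell-free | Quantity: 1.6 ng GST-GSK3beta enzyme per well | Reagent: 25 µM ATP with peptide substrate | Schedule: 60 min enzyme reaction, room temperature | Signal: Luminescent ADP-Glo measurement of ADP formed | Read-out basis: Score relative to plate controls | Control set: DMSO and 20 µM GW8510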
# HSF1 activator: increases HSF-1 driven luciferase reporter signal | 300,000 tested, 1.7% active | NIH3T3-HGL HSF-1 luciferase reporter, MG132, 8 h; 100% = twice DMSO control signal | activation, % at 9 µM;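 active means mean replicate activation of at least 50% with a set share of replicates each reaching 50%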;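 further: 0% = median of the neutral control wells and 100% = twice that signal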
# GSK3 alpha inh: blocks human GSK-3 alpha kinase; P49840; 320,000 tested, 0.1% active; inhibition, % at 10 µM; ADP-Glo luminescence, 60 min;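 in the data active means inhibition above about 50%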;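 further: GST-tagged GSK-3 alpha with peptide substrate and 25 µM ATP; 0% = DMSO neutral wells and 100% = GW8510 positive control wells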
# Target sequence (P49840 whole entry, looked up): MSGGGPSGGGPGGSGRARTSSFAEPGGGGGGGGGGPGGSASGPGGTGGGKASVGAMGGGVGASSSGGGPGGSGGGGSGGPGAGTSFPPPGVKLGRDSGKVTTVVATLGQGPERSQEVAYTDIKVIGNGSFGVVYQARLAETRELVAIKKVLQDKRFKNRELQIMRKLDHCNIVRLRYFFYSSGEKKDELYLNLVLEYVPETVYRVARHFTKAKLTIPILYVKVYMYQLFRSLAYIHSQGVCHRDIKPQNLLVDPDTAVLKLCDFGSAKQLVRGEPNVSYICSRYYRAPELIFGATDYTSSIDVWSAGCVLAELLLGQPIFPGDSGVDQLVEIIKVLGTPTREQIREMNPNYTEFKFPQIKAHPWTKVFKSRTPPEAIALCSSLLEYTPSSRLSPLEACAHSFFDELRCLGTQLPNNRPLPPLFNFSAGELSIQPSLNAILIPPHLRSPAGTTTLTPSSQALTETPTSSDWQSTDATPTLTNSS
# HIF activator: HIF pathway transcriptional activation; activation, % at 7.5 µM (by protocol); 300,000 tested, 0.32% active; U2OS HRE-luciferase reporter, luminescence; normalized: DMSO 0%, desferrioxamine 100%; AID 1910;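 active means mean activation of at least 10% of the iron chelator positive control signal, with at least half of replicates also reaching 10%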
# AI-2 QS mod: Vibrio harveyi AI-2 quorum sensing modulation | Vibrio harveyi JMH597 AI-2 luminescence/OD600 ratio, 9 h; hits give low values; strain lacks LuxN and CqsS sensors; 0 = neutral-control median | activity change, % at 7.5 µM | 300,000 tested, 0.4% active | AID 2094; in the data active means activity change below about -75%, passing the limit was not always enough;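 further: luminescence divided by OD600 gain over 9 h not by final OD600 alone; inactives centre near 13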
# KLF5 inh: kruppel-like factor 5 inhibition | DLD-1 KLF5 promoter-luciferase reporter, luminescence | AID 1700 | 290,000 tested, 0.23% active | inhibition, % at 5 µM;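 active means inhibition above a per-plate limit of that plate's mean compound inhibition plus 3 SD, cut at about 60% in these data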;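 further: 0% = DMSO wells and 100% = LY294002 at 200 µM; higher means less KLF5 promoter-driven luciferase light; inactives centre near -14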
# aSyn UTR inh: MLPCN primary screen, SNCA 5' untranslated region | alpha-synuclein 5'UTR reporter, inhibitor activity | 300,000 tested, 0.82% active | inhibition, % (tested at 7.5 µM) | AID 1813; in the data active means inhibition above about 60%;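 further: H4 neuroglioblastoma cells stably carrying SNCA 5'UTR luciferase fusion; 0% = DMSO wells and 100% = positive control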
# Numbers without * were called inactive; · = not tested or not shown.
1) COc1ccc(CN2C(=O)c3cccc4cccc(c34)C2=O)cc1
2) COCc1nc(-c2cc(OC)c(OC)c(OC)c2)no1
3) COc1ccccc1N1CCN(C(=O)c2cccs2)CC1
4) Cc1nnc(SCC(=O)NC2CCCc3c2cnn3-c2ccccc2F)o1 (stereo unspecified)
5) CC(C)NC(=O)CN(C)S(=O)(=O)c1ccc(F)cc1
6) CN(C)C(CNC(=O)CCCN1C(=O)c2cccc3cccc(c23)C1=O)c1ccccc1 (stereo unspecified)
7) Cc1ccc(-n2c(SCC(=O)Nc3cc(C)on3)nc3c(c2=O)SC(C)C3)cc1 (stereo unspecified)
8) COc1ccc(CNS(=O)(=O)c2cc3c4c(c2)CCN4C(=O)CC3)cc1
9) COc1cccc(CN2CCN(C(=O)c3ccco3)CC2)c1
10) Cc1ccsc1C(=O)Nc1ccc(F)c([N+](=O)[O-])c1
screen / no.	1	2	3	4	5	6	7	8	9	10
IEC-6 cytotox	-3.7	-6.4	-3.2	-3.1	-6.6	0.4	0.6	·	0.4	18.4
HSP90 inh	-0.5	2.4	-3.9	-1.5	-2.0	3.7	-1.0	·	2.8	0.3
HSF1 inh	-4.0	1.9	-8.2	-2.3	4.5	-29.5	-4.0	9.3	-2.2	21.6
GSK3B inh	-0.7	-2.3	1.2	-16.5	-2.1	-1.3	3.3	0.2	-1.6	-0.1
HSF1 activator	-10.6	3.1	-7.6	-6.0	8.0	-41.9	-7.1	30.7	-4.3	27.8
GSK3 alpha inh	-8.1	-0.8	-0.9	·	-1.2	-0.1	-1.0	·	-0.5	3.1
HIF activator	-0.2	0.3	-0.7	0.2	-0.4	0.6	-0.2	-2.3	0.6	1.4
AI-2 QS mod	-1.0	12.4	22.0	18.2	17.3	1.4	19.3	15.8	5.0	22.9
KLF5 inh	-24.3	-94.2	-10.3	-17.1	-31.7	-11.5	-18.6	·	-33.4	-22.8
aSyn UTR inh	14.3	-4.4	9.0	6.9	-41.8	6.5	19.2	-5.7	4.4	-37.4

# Entries of single compounds from above. Screens in order: IEC-6 cytotox	HSP90 inh	HSF1 inh	GSK3B inh	HSF1 activator	GSK3 alpha inh	HIF activator	AI-2 QS mod	KLF5 inh	aSyn UTR inh
# COc1ccc(CNS(=O)(=O)c2cc3c4c(c2)CCN4C(=O)CC3)cc1 is listed as ·	·	9.3	0.2	30.7	·	-2.3	15.8	·	-5.7
# Cc1ccsc1C(=O)Nc1ccc(F)c([N+](=O)[O-])c1 is listed as 18.4	0.3	21.6	-0.1	27.8	3.1	1.4	22.9	-22.8	-37.4

# Continued.
11) COC(=O)c1c(NC(=O)CSc2ncnc3[nH]ncc23)sc2c1CCC2
12) Cn1c(SCC(=O)Nc2ccc3c(c2)OCCO3)nnc1-c1ccncc1
13) C=CCCC(=O)Nc1nc(C)c(-c2csc(Nc3ccc(Cl)cc3)n2)s1
14) CC(O)c1ccc(OCCN(C)c2ccccn2)cc1 (stereo unspecified)
15) N#CCCn1cc(/C=N/NC(N)=S)c(-c2ccc(-c3ccccc3)cc2)n1
16) Cc1c(C(=O)NCCN2C(=O)S/C(=C\c3cccs3)C2=O)cccc1[N+](=O)[O-]
17) COCC(=O)Nc1cc(C)cn(Cc2cccc(C(F)(F)F)c2)c1=O
18) Cc1ccc(-c2nnn(CC(=O)N(CCCO)C(C(=O)NC3CCCC3)c3ccc(F)cc3)n2)o1 (stereo unspecified)
19) Cc1ccc(S(=O)(=O)N(C)c2ccc(OC(=O)c3ccc(=O)[nH]c3)cc2)cc1
20) O=C(NC1CCCCC1)C(c1ccc2ncccc2c1)N(Cc1ccccc1)C(=O)c1cccs1 (stereo unspecified)
screen / no.	11	12	13	14	15	16	17	18	19	20
IEC-6 cytotox	1.3	4.1	4.7	2.7	-0.6	-2.7	1.8	-0.4	1.0	3.4
HSP90 inh	-1.4	-1.2	6.1	5.6	0.0	0.5	0.2	0.0	-1.0	0.9
HSF1 inh	-8.6	-17.1	0.7	13.1	2.7	1.0	1.3	-8.0	-1.0	6.2
GSK3B inh	1.0	-0.3	-0.2	-0.9	1.1	0.4	-0.8	-2.0	-3.5	-0.1
HSF1 activator	-25.7	-8.9	-3.6	30.8	-0.3	10.8	-0.5	-10.2	3.9	6.2
GSK3 alpha inh	-0.8	-1.7	-1.1	6.4	-3.1	-0.9	1.0	-1.1	0.7	0.6
HIF activator	-2.2	-0.2	-3.3	0.6	0.2	0.2	0.8	-1.3	0.0	-0.7
AI-2 QS mod	0.5	17.3	20.3	3.2	17.4	0.5	-5.1	33.0	8.6	11.8
KLF5 inh	-37.8	0.7	-3.1	-26.5	-36.2	-2.8	-43.2	6.1	-18.9	-22.2
aSyn UTR inh	46.6	-3.8	-39.1	-142.8	26.8	-13.6	14.6	-8.1	5.5	-16.6

21) COc1cc(OCC(=O)NC(C)C)cc2c1C(=O)O[C@@H](C)CCCC(=O)CCCCC2
22) Cc1ccc(N2C(=O)C3C(C2=O)C2C=CC3C23CC3)cc1 (stereo unspecified)
23) O=C(Nc1cc(Cl)ccc1-n1cncn1)c1cn2ccccc2n1
24) CSc1ccc(/C=C/C(=O)Nc2ccccc2)cc1
25) Cc1ccccc1OCCC(=O)OCC(=O)NC(=O)c1ccccc1
26) CN(C)C(=O)C1CCC(=O)N1Cc1cccs1 (stereo unspecified)
27) CC(=O)N(c1ccccc1)c1nc(/C=C/C(=O)Nc2c(C)cc(C)cc2C)cs1
28) Cc1cc(C(=O)COc2ccccc2[N+](=O)[O-])c(C)n1C1CC1
29) Cc1cc(NC(=O)Cn2nc(C(=O)O)c3ccccc3c2=O)c([N+](=O)[O-])cc1C
30) CC1CCN(S(=O)(=O)c2ccc3c(c2)N(CC(=O)NCCCOC(C)C)C(=O)CS3)CC1
screen / no.	21	22	23	24	25	26	27	28	29	30
IEC-6 cytotox	3.4	2.4	·	-0.8	·	-2.1	-1.1	-6.7	9.5	-3.2
HSP90 inh	-3.9	1.6	·	22.7*	·	0.0	-5.6	0.6	1.8	-5.2
HSF1 inh	-3.8	·	-3.1	·	-1.6	·	23.5	22.5	-3.5	2.5
GSK3B inh	1.6	-3.1	-0.9	0.9	2.9	-2.9	-15.3	-10.2	-1.7	5.4
HSF1 activator	-1.5	·	2.7	·	5.9	·	39.5	7.1	-7.8	-6.1
GSK3 alpha inh	-2.1	2.0	0.9	-1.4	-1.8	-3.0	-1.1	2.5	4.2	-3.8
HIF activator	-0.4	0.4	-8.3	·	0.4	·	0.0	0.8	-0.1	0.0
AI-2 QS mod	5.5	30.6	-4.0	10.5	-1.9	-7.8	24.7	16.4	9.7	13.0
KLF5 inh	-16.6	17.6	·	-94.0	·	-24.4	-17.1	-43.4	-23.7	-28.3
aSyn UTR inh	4.3	17.6	-6.1	·	-7.9	·	31.7	-130.9	-3.0	4.4

# Part of the list above, reformatted:
# Each structure is followed by: IEC-6 cytotox	HSP90 inh	HSF1 inh	GSK3B inh	HSF1 activator	GSK3 alpha inh	HIF activator	AI-2 QS mod	KLF5 inh	aSyn UTR inh
(26) CN(C)C(=O)C1CCC(=O)N1Cc1cccs1 (stereo unspecified)
  -2.1	0.0	·	-2.9	·	-3.0	·	-7.8	-24.4	·
(27) CC(=O)N(c1ccccc1)c1nc(/C=C/C(=O)Nc2c(C)cc(C)cc2C)cs1
  -1.1	-5.6	23.5	-15.3	39.5	-1.1	0.0	24.7	-17.1	31.7
(28) Cc1cc(C(=O)COc2ccccc2[N+](=O)[O-])c(C)n1C1CC1
  -6.7	0.6	22.5	-10.2	7.1	2.5	0.8	16.4	-43.4	-130.9

# Next part:
31) CCC(C)(C(=O)NC1CCCC1)N(C(=O)c1ccccn1)c1ccc(C)cc1 (stereo unspecified)
32) CCN(CC(=O)Nc1ccc2c(c1)OCO2)Cc1nc2ccccc2c(=O)[nH]1
33) Oc1cccc(NC(=S)N=Nc2c(O)[nH]c3ccccc23)c1
34) COC(=O)c1cc(Br)c(=O)n(CC(C)C)c1
35) CCC(OC(=O)c1ccco1)C(=O)NCc1ccco1 (stereo unspecified)
36) CC(C)(C)OC(=O)NNC(=O)NC12CC3CC(CC(C3)C1)C2
37) O=C(O)c1cccc(NC(=O)c2ccc(Cl)c(S(=O)(=O)N3CCCCCC3)c2)c1
38) C/C(=N/OC(=O)c1ccc(Cl)cc1Cl)c1oc(C)nc1C
39) CS(=O)(=O)NCC(c1cccnc1)N1CCN(c2ccccc2F)CC1 (stereo unspecified)
40) Cc1cccc(Nc2nn3c(=O)c4ccccc4nc3s2)c1
screen / no.	31	32	33	34	35	36	37	38	39	40
IEC-6 cytotox	-1.9	-2.5	-2.1	-1.1	-6.7	1.5	-1.8	-6.9	-0.2	4.4
HSP90 inh	-1.4	4.8	8.4	3.0	7.7	-1.9	3.5	-0.3	-0.9	-1.6
HSF1 inh	-9.4	-0.1	1.7	-2.3	9.0	-3.2	-31.0	2.9	0.6	-26.4
GSK3B inh	-0.6	-1.5	-5.3	-0.2	25.1	0.4	0.0	1.7	0.8	-0.3
HSF1 activator	-1.2	-6.0	20.7	-1.5	35.7	-12.1	-32.9	8.9	-16.1	-41.3
GSK3 alpha inh	·	0.9	·	1.4	-1.6	0.6	-2.2	4.3	-2.0	0.4
HIF activator	-0.2	-0.2	2.6	-0.2	-0.3	-0.7	-0.4	-0.2	-0.2	4.0
AI-2 QS mod	21.7	23.4	35.6	30.8	2.9	23.0	20.1	22.9	6.3	27.5
KLF5 inh	-22.4	18.9	-67.6	-6.9	26.6	-20.6	-63.7	-0.8	1.7	-12.5
aSyn UTR inh	-2.4	-12.5	-158.2	2.6	-40.5	-24.7	-4.8	-0.1	-0.8	-160.1

41) COc1ccc(C(=O)NC(=S)Nc2ccc3[nH]c(=O)[nH]c3c2)cc1
42) CC(C)c1cc(C(C)C)c(S(=O)(=O)N2c3ccccc3[C@]3(Br)C[C@H]4C(=O)N[C@@H](Cc5ccccc5)C(=O)N4[C@H]23)c(C(C)C)c1
43) CCOC(=O)c1cnn(CCOC(=O)c2ccc(F)cc2)c1NC(=O)c1ccc(F)cc1
44) COc1ccc(/C=N/c2sc3c(c2C#N)CCN(Cc2ccccc2)C3)c(O)c1
screen / no.	41	42	43	44
IEC-6 cytotox	-2.1	·	6.4	-3.6
HSP90 inh	0.6	·	-4.7	6.3
HSF1 inh	4.9	-4.7	2.0	-13.8
GSK3B inh	2.3	0.0	-0.4	1.3
HSF1 activator	0.2	-7.8	1.8	-2.9
GSK3 alpha inh	-0.2	·	0.2	-0.2
HIF activator	-0.3	0.0	0.0	-0.1
AI-2 QS mod	9.4	9.3	19.3	3.8
KLF5 inh	-4.0	·	-34.1	-43.1
aSyn UTR inh	-4.7	65.0*	-3.3	15.8

# Source: PubChem BioAssay (several laboratories)

# Compounds as they come; about 4.7% have a hit in one of these screens.
